Compound activity (PubChem)
Arrestin-AP2 inh: blocks beta-arrestin peptide binding to AP2 adaptin. inhibition, % at 10 µM. AID 504490. 0.31% of 340,000 active. FITC-arrestin peptide / GST-AP2 beads, flow cytometry; AP2 beta2 appendage carries R879A mutation;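 active = inhibition above a set limit, near 3 SD of compounds lacking own fluorescence, cut at about 54% in these data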;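 also: plate controls were DMSO wells for no effect and 5 µM unlabelled arrestin peptide for full effect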
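System: GST-AP2 R879A glutathione beads; medium: PBS, Tween 20 0.05%, BSA 0.1%; reagent: fluorescein-tagged arrestin peptide at 50 nM final; schedule: pre-incubation 12 min, peptide binding 1 h, room temperature; detection: flow cytometry, FL1 (488/535 nm); read-out: inhibition as reduced fluorescein signal on beads, percent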
AddAB inh: less growth of phage-infected E. coli with AddAB; AID 435030; E. coli expressing H. pylori AddAB, absorbance growth; 0.29% of 330,000 active; inhibition, % at 11.9 µM; in the data active = inhibition above about 12%;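 also: 0% = vehicle wells of infected cells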
Tat transport: E. coli Tat transport inhibition; E. coli MC4100 TorA-mCherry Tat export, fluorescence; inhibition, % at 10 µM; 0.036% of 340,000 active;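 active = mean replicate inhibition at least 50% and at least half of replicates individually reaching 50%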;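 also: exported cargo escapes ClpAP degradation while cytoplasmic cargo is degraded and loses fluorescence; 0% = median of neutral control wells and 100% = median of NaSCN control wells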
OPRM1-OPRD1 inv: inverse agonist of human OPRM1-OPRD1 heterodimerization; AID 504357; inhibition, % at 9.3 µM; cell-based MOR-DOR heterodimer luminescence, inverse agonism; 0.21% of 340,000 active; in the data active = inhibition above about 22%, passing the limit was not always enough;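 also: 0% = cells with DMSO and 100% = wells without cells with DMSO; values of inactives mirror those of a sister screen read the other way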
PKA-R1A activ: activators of PKA-R1A complex. 0.083% of 340,000 active. PKA-R1A dissociation, Cy5-IP20 fluorescence polarization; scaled: DMSO 0%, 113 µM cGMP 100%. activation, % at 11.4 µM. AID 504707. P00514+P68181;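 active = percent activation above the mean of all tested compounds plus 3 SD, cut at about 19% in these data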;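 also: higher means more PKAc released from R1A so a rise in polarization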
PfHsp90 set2: reduces growth (ATP signal) of yeast expressing P. falciparum Hsp90. inhibition, % at 9.4 µM. 0.32% of 310,000 active. S. cerevisiae expressing PfHsp90, BacTiter-Glo ATP, 48 h; yeast lacking PDR1 and PDR3 efflux regulators;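 active = every replicate shows inhibition above about 80%, whatever the replicate mean, limit read from the data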;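 also: 0% = DMSO neutral controls and 100% = 20 µM radicicol positive controls; yeast relying on Plasmodium falciparum Hsp90 in place of its own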
SUMO Mot1 rescue: blocks SUMOylation pathway, rescuing yeast Mot1-301 growth. S. cerevisiae Mot1-301 growth rescue, ATP luminescence, 38.5C; percent above DMSO median, 100 means doubled. growth rescue, % at 18.8 µM. 1% of 320,000 active;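 active = every valid replicate shows activation above 250% relative to neutral control wells; inactive = the rest, any valid replicate at or below 250%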;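 also: OY570 slx delta 5 strain wells were the positive control but not used for scaling; some compounds called inactive have numbers as strong as hits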
phage Ecoli inh: E. coli growth loss with phage present | growth absorbance | inhibition, % at 11.9 µM | 0.26% of 360,000 active; in the data active = inhibition above about 11%
DSG3 Ab inh: human desmoglein-3 autoantibody binding inhibition; P32926; DSG3-coupled beads, scFv-anti-DSG3-GFP binding, flow cytometry; stronger effect = lower value; binding (percent of control), % at 10 µM; 0.48% of 310,000 active;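 active = binding more than 3 SD below its plate's average and above zero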;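 also: hits lower antibody fragment binding to DSG3; some compounds called inactive have numbers as strong as hits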
Target sequence (P32926 whole entry, looked up, the tested form may be a part): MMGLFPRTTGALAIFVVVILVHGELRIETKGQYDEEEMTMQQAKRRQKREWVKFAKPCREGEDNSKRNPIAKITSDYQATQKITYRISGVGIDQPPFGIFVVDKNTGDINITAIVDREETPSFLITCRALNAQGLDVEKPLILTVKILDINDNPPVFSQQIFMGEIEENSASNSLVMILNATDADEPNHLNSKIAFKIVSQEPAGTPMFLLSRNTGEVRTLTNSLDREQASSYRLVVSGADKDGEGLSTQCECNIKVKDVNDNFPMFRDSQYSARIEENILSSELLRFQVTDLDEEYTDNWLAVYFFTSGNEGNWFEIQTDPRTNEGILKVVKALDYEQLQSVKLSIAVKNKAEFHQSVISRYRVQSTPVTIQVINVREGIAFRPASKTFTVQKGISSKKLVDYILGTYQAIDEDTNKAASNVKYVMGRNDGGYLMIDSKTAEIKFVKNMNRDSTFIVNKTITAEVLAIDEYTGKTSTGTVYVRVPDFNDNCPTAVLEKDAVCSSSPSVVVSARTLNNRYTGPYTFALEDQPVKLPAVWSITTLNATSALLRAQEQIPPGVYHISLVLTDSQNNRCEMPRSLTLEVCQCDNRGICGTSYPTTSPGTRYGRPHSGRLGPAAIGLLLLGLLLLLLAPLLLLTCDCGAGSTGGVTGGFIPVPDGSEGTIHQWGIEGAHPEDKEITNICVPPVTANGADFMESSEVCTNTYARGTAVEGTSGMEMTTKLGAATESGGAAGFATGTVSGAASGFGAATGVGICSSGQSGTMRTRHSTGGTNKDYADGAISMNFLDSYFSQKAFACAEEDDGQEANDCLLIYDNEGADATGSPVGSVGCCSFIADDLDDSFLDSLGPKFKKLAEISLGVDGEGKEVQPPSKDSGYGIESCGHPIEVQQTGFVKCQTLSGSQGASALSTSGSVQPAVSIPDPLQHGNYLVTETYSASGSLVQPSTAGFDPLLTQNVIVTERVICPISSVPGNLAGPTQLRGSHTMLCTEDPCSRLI
E coli growth: bacterial growth inhibition, counter-screen for AddAB inhibitors | E. coli V3065 growth, OD600 absorbance, 18 h | 0.27% of 330,000 active | inhibition, % at 11.9 µM;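 active = inhibition above the campaign's mean inhibition across all tested compounds plus 3 SD, cut at about 9.9% in these data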;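 also: uninfected addAB+ strain grown without phage in ampicillin broth; 0% = DMSO wells and 100% = ciprofloxacin 0.95 µg/ml wells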
MOR-DOR ag: OPRM1-OPRD1 heterodimerization agonism; 0.3% of 340,000 active; cells, luminescence; P35372+P41143; activation, % at 9.3 µM; in the data active = activation above about 18%;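 also: 0% = vehicle-treated cells and 100% = reference agonist; values of inactives mirror those of a sister screen read the other way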
* marks the source's active call; other numbers are inactive results; / = no result given.

molecule,Arrestin-AP2 inh,AddAB inh,Tat transport,OPRM1-OPRD1 inv,PKA-R1A activ,PfHsp90 set2,SUMO Mot1 rescue,phage Ecoli inh,DSG3 Ab inh,E coli growth,MOR-DOR ag
FC(F)(F)C1=CC(c2ccccc2)=NCCN1,-6,4.0,-1,6,3,-13,19,1.2,102,0.2,-1.4
CCN1CCN(C(=O)C2CCN(Cc3cc(Cl)ccc3O)CC2)CC1,6,-0.1,-6,10,-6,1,-12,0.9,106,-1.6,-1.7
CCS(=O)(=O)c1ccc2oc(SCC(=O)N3c4ccccc4CC3C)nc2c1 (stereo unspecified),9,-0.8,0,13,-1,-14,-9,2.4,100,1.4,-2.6
Cc1cccc(C)c1NC(=S)N1CCCN(C)CC1,-16,-1.4,0,20,-6,/,-12,-0.5,112,0.7,-4.3
COc1ccc2oc(C(=O)OCC(=O)Nc3cc(S(=O)(=O)N4CCOCC4)ccc3OC)c(C)c2c1,-18,2.8,0,-10,-1,/,-8,-3.4,85,0.1,1.9
O=C(COc1ccc(Br)cc1F)NCC1(N2CCCCC2)CCCCC1,-4,4.1,3,-9,8,-7,12,2.1,117,0.3,1.7
COCc1[nH]nc2c1C(c1c(F)cccc1Cl)C(C#N)=C(N)O2 (stereo unspecified),22,0.7,1,8,6,-20,-1,-1.2,115,0.2,-1.8
COC(=O)CCN1CCC2CC1c1cc(-c3cccc(C)c3)ccc12 (stereo unspecified),0,/,14,-2,4,28,/,0.2,103,/,0.3
CS(=O)(=O)c1ccc(Cl)c(NC(=O)COC(=O)c2ccc(-n3cnnn3)cc2)c1,-1,-0.8,16,-17,6,-2,-9,3.5,102,0.6,2.6
Cn1c(SCc2n[nH]c(=S)o2)nnc1-c1ccccc1,1,1.2,-12,16,-4,-60,-5,3.4,125,2.8,-3.0
Cc1ccccc1CN(CC1CCC(C(=O)O)CC1)C(=S)Nc1ccccc1F (stereo unspecified),25,-0.2,1,10,0,5,/,4.3,102,0.2,-1.9
Cc1cc(C)c(S(=O)(=O)/N=C2\C=C(Nc3ccc(C(=O)O)cc3)C(=O)c3ccccc32)c(C)c1,45,4.7,-12,-53,3,-8,-32,1.4,111,-1.8,9.5
Cn1c(=O)n(Cc2ccc(Cl)cc2)c(=O)c2c1nc1n2CCN1Cc1ccco1,-6,-0.2,-2,/,-7,/,17,-1.4,/,-3.6,/
COC(=O)CC1C(=O)NCCN1C(=O)Nc1cccc(Cl)c1 (stereo unspecified),2,0.8,29,1,-3,-17,-5,2.3,101,1.4,-0.3
CCOC(=O)c1cccnc1SCC(=O)NCc1ccccc1,1,0.7,3,3,-3,4,-9,0.9,95,-1.8,-0.5
NC(=O)C1CCN(C(=O)c2ccc3ccccc3c2)CC1,8,1.5,-1,3,-1,-70,-14,-0.3,/,-0.9,-0.5
O=C1CCC(=O)N1c1nc2n(n1)C(c1ccccc1)C=C(c1ccc(Br)cc1)N2 (stereo unspecified),2,3.1,-2,6,5,1,78,-0.3,97,1.3,-1.1
CCOC(=O)c1ccccc1NS(=O)(=O)c1ccccc1,3,-2.6,-2,4,-12,5,-12,2.4,97,-0.8,-0.8
Cc1ccc(S(=O)(=O)N2CCCCC2)cc1C(=O)N(C)CC(=O)Nc1ccc(Cl)c(C(F)(F)F)c1,-16,1.1,12,-9,-18,3,-8,0.3,90,-2.7,1.6
N/C(=N\OC(=O)/C=C/c1ccccc1)c1ccc(Br)cc1,5,0.2,-3,6,-2,-11,-1,3.1,106,0.6,-1.2
CCOC(=O)CCSc1nc(C)c2cc(C)ccc2n1,-8,-0.4,1,6,3,-6,174,3.3,104,0.6,-1.1
CN(CC(=O)NCc1ccc(F)cc1)S(=O)(=O)c1ccc(Br)s1,-6,2.0,8,-4,-1,14,22,3.5,107,0.3,0.8
Cc1ncsc1C(=O)N1CCCC(C(=O)c2ccc3ccccc3c2)C1 (stereo unspecified),20,4.6,1,16,-6,-11,-13,1.7,/,0.2,-3.1
CCC(=O)c1ccc(N2CCOCC2)c(F)c1,-9,1.5,-2,15,-12,0,-20,1.2,108,0.8,-2.7
Cc1ccc(CNc2nc3ccccc3n3cnnc23)cc1,10,2.7,8,-1,-10,-13,-1,0.7,71,-0.7,0.2
Cc1ccc(NC(=O)COC(=O)c2ccc(S(=O)(=O)NCc3ccco3)cc2)cc1,5,-1.6,0,9,-16,9,13,1.5,/,-3.2,-2.3
Cc1cc(C)n2nc(C(=O)NCc3ccccc3)cc2n1,26,2.0,-1,6,-1,-15,5,2.2,102,-1.3,-1.1
C=C(C)c1cccc(C(C)(C)NC(=O)Nc2nnc(C(C)C)s2)c1,-8,1.0,-3,-14,-11,-1,93,2.6,105,-0.3,2.9
O=C(c1ccc(F)cc1)N1CCN=C1c1ccccc1,-1,0.3,-1,4,-3,5,-12,3.1,95,-3.6,-0.8
CSc1nnc(C(C)(C)C)c(=O)n1/N=C/c1ccc(C(C)C)cc1,30,3.6,9,-10,-2,7,309,1.9,94,2.0,2.0
O=C(COc1ccc([N+](=O)[O-])cc1)Nc1ccc(C(=O)NCc2cccnc2)cc1,5,6.5,9,0,3,-27,481*,4.8,/,3.5,0.0
CC(C)c1ccc2occ(-c3nn[nH]n3)c(=O)c2c1,-3,3.0,-7,-3,-2,1,2,0.7,88,4.3,0.5
CCOc1cccc(/C=C(/C#N)c2nc3ccccc3[nH]2)c1OCC(=O)O,-9,-0.8,4,7,-9,-9,-3,3.9,94,-1.4,-1.6
Cc1ccc(C(NC(=O)c2cccc(S(=O)(=O)N3CCN(C)CC3)c2)c2ccccc2)cc1 (stereo unspecified),-8,1.1,8,-4,-5,-14,-7,2.6,106,-0.7,0.7
N/C(Cc1cccc2ccccc12)=N\OC(=O)c1ccccc1F,15,/,-1,8,6,-3,-14,2.6,104,/,-2.3
C1=CC2CC1CC2CN1CCN(Cc2ccccc2)CC1 (stereo unspecified),0,-0.9,0,-5,-6,1,-2,-0.1,102,-0.2,0.9
COC(=O)[C@@H](NC(=O)c1ccc(OC2CCN(Cc3ccccn3)CC2)cc1)C(C)C,15,0.7,2,11,6,-3,15,3.6,102,0.4,-2.2
CCN(CC(=O)NC1CCCCC1)S(=O)(=O)c1ccc(Cl)cc1,6,3.4,2,3,-23,8,-14,0.5,91,0.2,-0.8
CCOc1ccc(/C=C2/SC(=S)N(n3c(C)ccc3C)C2=O)cc1,2,1.7,-10,3,-1,-15,-9,2.9,97,-2.5,-0.5
CC(=O)Nc1c(S(=O)(=O)c2ccccc2)c2nc3ccccc3nc2n1Cc1ccccc1,-1,-1.6,-7,15,-5,-4,-3,4.6,91,0.3,-2.7
CCN(CC)CCNC(=O)c1cn(CC)c2ccc(S(=O)(=O)N3CCc4ccccc4C3)cc2c1=O,6,3.7,0,11,-6,-26,0,-1.4,103,0.8,-2.2
COc1ccc(C(c2nnnn2Cc2cccs2)N2CCN(c3ccccc3F)CC2)cc1 (stereo unspecified),-8,2.8,11,-18,-12,-15,8,-0.6,99,0.1,3.1
Cc1nc2c(C(=O)NCc3ccccc3Cl)c[nH]n2c(=O)c1Cl,-1,-0.5,-1,9,-2,16,2,2.5,102,-2.5,-1.6
Nc1cccc(S(=O)(=O)c2ccc(N)c(N)c2)c1,-8,6.0,-5,8,4,2,378,1.8,100,0.8,-1.4
CC(C)N(C)Cc1nnnn1CC(=O)NCc1cc(F)cc(C(F)(F)F)c1,-14,/,0,8,10,-31,0,-1.0,107,/,-1.5
CN(C)CCCNC(=O)c1ccc(Oc2ccccc2)cc1,6,0.2,7,14,-3,18,7,1.5,102,0.4,-2.6
O=C(CNC(=O)c1ccccc1F)OC1CCOC1=O (stereo unspecified),1,3.3,-2,-14,-12,11,2,3.4,110,0.1,3.3
COc1ccccc1NC(=S)N(Cc1ccc(C(=O)O)cc1)Cc1ccc(OC)c(OC)c1,1,-1.9,-3,10,-10,5,445,1.3,95,1.4,-1.8
CC1=C(C#N)C(NC(=O)c2ccc(Cl)cc2)(C(F)(F)F)C(=O)N1 (stereo unspecified),11,-0.3,3,4,-2,3,6,4.1,97,1.1,-0.6
O=C(COc1ccc(-c2ccccc2)cc1)NNC(=O)NC1CCCCC1,11,0.5,-3,6,-13,13,4,1.9,102,-1.1,-1.0

Remaining list, next part
molecule,Arrestin-AP2 inh,AddAB inh,Tat transport,OPRM1-OPRD1 inv,PKA-R1A activ,PfHsp90 set2,SUMO Mot1 rescue,phage Ecoli inh,DSG3 Ab inh,E coli growth,MOR-DOR ag
CCOC(=O)/C(C)=N/NC(=O)c1ccc([N+](=O)[O-])cc1,-4,3.4,-3,7,-1,-12,18,2.8,85,-3.0,-1.1
O=C(CN1CCN(c2ccc(F)cc2)CC1)Nc1cccnc1Cl,1,1.1,-2,-1,1,-6,-2,2.9,91,-2.9,0.1
COc1cccc(OC)c1C(=O)Nc1ccc2c(c1)n(C)c(=O)n2C,8,5.6,0,16,-5,6,676*,2.0,88,1.6,-3.5
COc1cccc(CN2CC(C(=O)NCc3ncc(C)[nH]3)CCC2=O)c1 (stereo unspecified),1,2.1,3,20,-11,-3,-11,0.6,99,0.1,-3.9
Cc1ccc(OCCCSc2ncccn2)cc1C,2,-0.5,3,-40,-4,-1,14,4.0,108,0.0,6.6
Cc1ccc(-n2ncc(-c3nnc(SCC(=O)NC4CCCC4)o3)c2N)cc1C,5,1.6,-4,1,1,-13,27,2.9,101,0.6,-0.1
CCOc1ccc(N2C(=O)CSC2=NC#N)cc1,19,4.2,13,14,-2,-6,-13,1.2,103,0.2,-3.7
CCOc1ccc(C(=O)OCC(=O)NCCCc2ccccc2)cc1,19,-0.9,-2,-1,3,-4,-16,1.5,93,-0.9,0.2
COc1ccccc1N1CCN(C(=O)CCCNC(=O)Cn2cnc3sc(C)c(C)c3c2=O)CC1,14,-0.6,3,1,0,-9,-5,2.9,/,-2.7,-0.2
O=C(CCN1CCN(CC(=O)Nc2ccccc2F)CC1)Nc1ccccc1F,-4,0.9,7,12,-5,-13,6,1.0,113,0.0,-2.8
Cc1nn(CC(=O)NCc2ccccn2)c(C)c1[N+](=O)[O-],4,0.3,12,1,-5,-10,4,-0.2,100,-0.3,-0.2
Cc1cc(C(=O)COC(=O)c2cnccn2)c(C)n1-c1ccc(Br)cc1,-5,-0.2,-10,5,-8,-45,15,1.6,98,-0.4,-0.9
CC(C)[C@H](NC(=O)[C@@H]1CSC2c3ccccc3C(=O)N21)C(=O)NCc1ccncc1 (stereo partly specified),-5,-0.1,-6,14,0,-2,5,1.5,97,-1.3,-2.7
